ER stress death – protection against thapsigargin ER stress killing – CSM14.1 cells, ATP luminescence, primary screen; CSM14.1 thapsigargin ER stress survival; relative survival (cellular ATP), % at 15 µg/mL (by protocol); 48,000 compounds, 0.33% hits;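 active = survival measured by cellular ATP above 50% at 15 µg/ml in the first screen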;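 note: cell death triggered by about 15 µM thapsigargin; ATP read 24 h after thapsigargin was added; plate controls were thapsigargin with DMSO for no effect and DMSO without thapsigargin for full effect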
Numbers without * were called inactive. This is a subset. The share of hits here may be higher or lower than overall.

SMILES | ER stress death
COc1ccc(/C=C2/SC(=O)NC2=O)c(OC)c1 | 3
O=C(Nc1cccc(Cl)c1)/C(=C\c1cccs1)NC(=O)c1cccs1 | 0
COc1cc(Br)c(-c2cc3c(ccc4ccccc43)oc2=O)cc1OC | 10
C=CCN1C(=O)/C(=C\c2ccc(-c3ccc([N+](=O)[O-])cc3)o2)C(=O)NC1=S | 11
COc1ccc(S(=O)(=O)Nc2ccc(Oc3ccccc3)cc2)cc1 | -3
Cc1cc2nc3s/c(=C/c4ccc(-c5ccc(Cl)cc5)o4)c(=O)n3c2cc1C | 10
O=C1C(=O)N(Cc2ccccc2)C(c2ccccc2F)/C1=C(/O)c1ccccc1 (configuration not stated) | 10
C=CCN1C(=O)/C(=C\c2cc(Cl)c(O)c(Cl)c2)SC1=S | 0
NC1=NC(=O)/C(=C/c2ccc(OS(=O)(=O)c3ccc([N+](=O)[O-])cc3)c(Br)c2)S1 | 8
Cc1ccc(C(=O)Nc2ccccc2C(=O)N2CCCCC2C)cc1 (configuration not stated) | 2
CN(C)c1ccc(C(C2=C(O)CC(C)(C)CC2=O)C2=C(O)CC(C)(C)CC2=O)cc1 | 12
COC(=O)c1c(-c2ccc(C(C)C)cc2)csc1N | 1
CCOc1ccc(C(=O)NCc2ccco2)cc1 | 16
CC1=NN(c2ccccc2)C(=O)/C1=C/c1cc(C)n(-c2cccnc2)c1C | 1
NS(=O)(=O)c1ccc(CNC(=S)Nc2ccccc2)cc1 | -2
CCOc1ccc(C(=O)COC(=O)c2cccc(I)c2)cc1 | -1
COc1ccc(COCC(O)CN2CC(C)OC(C)C2)cc1OC (configuration not stated) | 12
CCc1ccc(-c2cc(C(=O)N3CCN(c4cccc(Cl)c4)CC3)c3ccccc3n2)cc1 | -4
O=C(NCCO)c1ccc(CSc2nc3sc4c(c3c(=O)[nH]2)CCCC4)cc1 | -5
COc1ccc(C)cc1NC(=O)COc1ccc(Cl)cc1C | 6
CCOc1ccc(Nc2nc(O)c(C3=c4cc(Br)ccc4=NC3=O)s2)cc1 | -3
COc1cccc(N2C(=O)C=C(C)C2=O)c1 | 7
Brc1ccc(Sc2nc3ccccc3[nH]2)cc1 | 1
CCOc1ccccc1NC(=O)c1c(NC(=O)c2ccccc2F)sc2c1CCC(C)C2 (configuration not stated) | 0
COc1ccc(NC(=O)CN(c2ccccc2)S(=O)(=O)c2ccccc2[N+](=O)[O-])c(OC)c1 | 12
COc1cc(C(=O)N2CCN(C3C4CC5CC(C4)CC3C5)CC2)cc(OC)c1OC (configuration not stated) | 0
COc1cc(OC)c(OC)cc1CN1CCN(C(=O)c2ccc(OC)c(OC)c2)CC1 | 2
CCOC(=O)c1c(NC(=O)c2cccc(OC)c2)sc2c1CCC2 | 7
CCn1c(/C=N/NC(=O)c2ccccc2)nc2ccccc21 | 8
Cc1cc(C)c(NC(=O)Cn2cnc3c2c(=O)n(C)c(=O)n3C)c(C)c1 | -8
COc1cccc(NC(=O)C2COc3ccccc3O2)c1 (configuration not stated) | -4
C=C(Br)Cn1c(COc2ccccc2)nc2ccccc21 | 15
COc1cc(/C=C2\C(=O)NC(=S)N(c3ccc(F)cc3)C2=O)ccc1O | 12
N#C/C(=C/Nc1ccc(F)cc1)c1nc(-c2ccccc2)cs1 | 6
CCc1cc(=O)oc2cc(OCc3ccccc3Cl)ccc12 | 12
Cc1cc(C)c(NS(=O)(=O)c2cccc3c2C(=O)c2ccccc2C3=O)c(C)c1 | 0
COc1ccccc1NC(=O)c1ccc(N(Cc2ccccc2)S(C)(=O)=O)cc1 | 2
O=C(Nc1ccccc1C(=O)N1CCN(Cc2ccccc2)CC1)c1ccccc1F | -5
O=C(NCc1cccnc1)c1ccc2ccccc2c1 | 7
C=C(C)c1cccc(C(C)(C)NC(=O)Nc2ccc(C(=O)N3CCOCC3)cc2)c1 | 7
O=[N+]([O-])c1ccc(CN2CCN(Cc3cc(Br)ccc3O)CC2)cc1 | 0
CCOC(=O)NC(Nc1cc(F)ccc1C)(C(F)(F)F)C(F)(F)F | 5
Nc1c(Cl)cc(-c2nc3ccccc3o2)cc1Cl | -3
O=C(Nc1ccc(O)c(-c2nc3ccccc3s2)c1)c1cc([N+](=O)[O-])ccc1Cl | 60*
COc1cc(OC)cc(C(=O)N2CCN(Cc3cccc([N+](=O)[O-])c3)CC2)c1 | 2
COc1ccccc1N=Cc1c(O)n(-c2ccccc2Cl)c(=O)[nH]c1=O | 2
COc1ccc(OC)c(NC(=O)c2cnccn2)c1 | 4
C=CCn1c(SCC(=O)NCCCO)nc2sc3c(c2c1=O)CCC3 | 8
O=C1C(=O)N(CN2CCOCC2)c2ccc(Br)cc21 | -10
O=C1CSC(=Nc2ccc(Br)cc2)N1 | 3
CSCCC1NC(=S)N(c2ccccc2)C1=O (configuration not stated) | 8
Cc1ccc(N(CC(=O)O)S(=O)(=O)c2ccccc2)c(C)c1 | 3
Cc1ccc(-c2nc3sc4c(c3c(=O)[nH]2)CCCC4)cc1 | 9
Cc1cc(=O)[nH]c(SCC(=O)Nc2ccc(S(N)(=O)=O)cc2)n1 | -3
Nc1cccc(-c2nnc(-c3ccccc3)o2)c1 | -6
Cc1ccc(S(=O)(=O)Oc2ccc(/C=C3\SC(N)=NC3=O)cc2)cc1 | -2
CC(=Nc1ccncc1)C1=C(O)CC(C)(C)CC1=O | -2
CCn1nc(C(C)C(=O)O)c2ccccc2c1=O (configuration not stated) | 3
O=C(Nn1cnnc1)c1ccc(F)cc1 | 17
CN1C(=O)NC(=O)/C(=C/c2ccc(O)c(Br)c2)C1=O | 2

Rewritten as labelled records: four of the compounds above
Cc1cc2nc3s/c(=C/c4ccc(-c5ccc(Cl)cc5)o4)c(=O)n3c2cc1C
  ER stress death: 10

O=C1C(=O)N(Cc2ccccc2)C(c2ccccc2F)/C1=C(/O)c1ccccc1 (configuration not stated)
  ER stress death: 10

C=CCN1C(=O)/C(=C\c2cc(Cl)c(O)c(Cl)c2)SC1=S
  ER stress death: 0

NC1=NC(=O)/C(=C/c2ccc(OS(=O)(=O)c3ccc([N+](=O)[O-])cc3)c(Br)c2)S1
  ER stress death: 8

New compounds follow.
SMILES | ER stress death
CCOc1ccccc1/C=C1/C(=O)NC(=O)N(c2ccc(C)cc2)C1=O | 2
O=C(c1cccc(Br)c1)N1CCN(c2ccc(Cl)cc2[N+](=O)[O-])CC1 | -1
Cc1ccc(C(=O)NCc2ccc(S(N)(=O)=O)cc2)cc1C | 4
CCCOc1ccc(N2C(=O)CC(N3CCC(C(N)=O)(N4CCCCC4)CC3)C2=O)cc1 (configuration not stated) | 1
COC(=O)c1nnn(-c2cc3nccnc3cc2F)c1C(=O)OC | 7
COc1ccc(NS(=O)(=O)c2ccc(F)cc2)c([N+](=O)[O-])c1 | 5
O=C(O)C1CCCCC1C(=O)Nc1nc(-c2ccc([N+](=O)[O-])cc2)cs1 (configuration not stated) | 6
COc1cc(Br)c(/C=N/Nc2ccc(Br)cc2)cc1OC | 7
O=C1CC(N2CCN(c3ccc(Cl)cc3)CC2)C(=O)N1c1ccc(F)cc1 (configuration not stated) | 7
O=C(CSCC(=O)Nc1ccc([N+](=O)[O-])cc1)Nc1ccccc1 | 11
CN(C)c1ccc(NS(=O)(=O)c2ccccc2[N+](=O)[O-])cc1 | -2
Cc1ncc(C[n+]2csc(CCOC(=O)CC34CC5CC(CC(C)(C5)C3)C4)c2C)c(N)n1 | -12
O=C(/C=C\c1ccccc1)Nc1ccc2nn(-c3ccc(F)cc3)nc2c1 | 6
CC(C)(C)c1cc(/C=N/Nc2nnc3c(n2)[nH]c2ccccc23)cc(C(C)(C)C)c1O | 19
O=C(COc1ccc(Br)cc1)Nc1ccc2c(c1)OCO2 | -1
COc1c(Cl)cc(C(=O)Nc2cccc3ccccc23)cc1Cl | 7
COc1ccc(NC(=O)CN(c2ccc(C)cc2)S(C)(=O)=O)c(OC)c1 | 10
Cc1ccc(-c2csc(NC(=O)C3C4CCC(C4)C3C(=O)O)n2)cc1C (configuration not stated) | 1
Fc1cccc(Cl)c1COc1ccc(/C=N/n2cnnc2)cc1 | 3
C=CCN1C(=O)/C(=C\c2cc(OC)c(O)c([N+](=O)[O-])c2)C(=O)NC1=S | 2

Overlap with the part before: three entries, followed by the next part.
SMILES | ER stress death
Cc1ccc(-c2csc(NC(=O)C3C4CCC(C4)C3C(=O)O)n2)cc1C (configuration not stated) | 1
Fc1cccc(Cl)c1COc1ccc(/C=N/n2cnnc2)cc1 | 3
C=CCN1C(=O)/C(=C\c2cc(OC)c(O)c([N+](=O)[O-])c2)C(=O)NC1=S | 2
COc1ccccc1OCCOc1ccccc1OC | 1
CCOC(=O)C1=C(O)/C(=C\c2ccc(OC)cc2)N=C1/C=C/N(C)C | -2
C=CCOC(=O)C1=C(C)NC(=O)NC1c1ccc(Cl)cc1 (configuration not stated) | 4
COc1ccc(C(=O)Nc2ccc(NC(C)=O)cc2)cc1[N+](=O)[O-] | -4
CC1(C)CC(N=Cc2c(-c3ccccc3)[nH]n(-c3nc4ccccc4s3)c2=O)CC(C)(C)N1 | -9
O=C(CNC(=O)c1ccccc1)c1ccc(Cl)cc1 | -5
CC(C)c1ccc(N(CC(=O)N/N=C/c2cc(Cl)cc(Cl)c2O)S(=O)(=O)c2ccccc2)cc1 | 8
O=C(NNC(=O)c1ccc2c(c1)OCO2)NC1CCCCC1 | 5
COc1cc(/C=N/n2cnnc2)ccc1Oc1ccc(C(F)(F)F)cc1[N+](=O)[O-] | 6
O=C(CC1Sc2ccccc2NC1=O)Nc1ccc(I)cc1 (configuration not stated) | -1
Cc1cc(C)c(/C(O)=C/c2nc3ccccc3oc2=O)c(C)c1 | -6
CCC1CCc2c(sc(NC(=O)Nc3ccccc3)c2C(N)=O)C1 (configuration not stated) | 5
CCCOc1ccc(C(=O)Nc2ccc(Cl)cn2)cc1 | 3
O=C(c1ccc(F)cc1)c1ccc(NS(=O)(=O)c2ccc(Cl)cc2)cc1 | 2
Cc1sc(NC(=O)NC2CCCCC2)nc1-c1ccccc1 | 3
O=S(=O)(NCC(c1ccccc1)N1CCCCC1)c1ccc(Cl)cc1 (configuration not stated) | 4
Cc1cccc(N/C(=N\c2nc(C)cc(C)n2)NC(=O)c2ccccc2)c1 | 8
COc1ccc(-c2csc(Nc3ccc(N)cc3)n2)cc1OC | 3
N/C(=C/C(=O)c1ccc(Cl)cc1)C(F)(F)F | 3
Cn1nnnc1SCc1c(Cl)cccc1Cl | -5

Ordered by length of the SMILES (rising): part of the list above
SMILES | ER stress death
COc1ccccc1OCCOc1ccccc1OC | 1
Cc1cc2nc3s/c(=C/c4ccc(-c5ccc(Cl)cc5)o4)c(=O)n3c2cc1C | 10
C=CCN1C(=O)/C(=C\c2ccc(-c3ccc([N+](=O)[O-])cc3)o2)C(=O)NC1=S | 11

(listing goes on)
SMILES | ER stress death
CC(C)C1=NN2C(=N)/C(=C/c3ccc(-c4ccc([N+](=O)[O-])cc4)o3)C(=O)N=C2S1 | 5
COC(=O)CSc1nc(C)cc(C)n1 | 11
CCN(CC)CCCNC(=O)c1ccc(Cl)cc1 | -6
c1ccc(CNn2c(CN3CCOCC3)nc3ccccc32)cc1 | 6
COc1ccc(/C=C/C(=O)Nc2ccc(I)cc2Cl)cc1 | 0
CCOc1ccc(N2C(=O)NC(=O)/C(=C\c3ccc(OC)cc3C)C2=O)cc1 | 2
N#Cc1cccc2c1-c1ccccc1/C2=N\NC(N)=O | 7
O=c1[nH]c2ccccc2cc1/C=N\Nc1nc(-c2ccccc2)c2cc(Cl)ccc2n1 | -7
O=[N+]([O-])c1ccccc1N/C(=N/S(=O)(=O)c1ccccc1)c1ccccc1 | 2
Cc1cc(C)c(C#N)c(SCc2ccc(Br)cc2)n1 | 10
O=C(c1cc2nc(-c3ccccc3)cc(C(F)(F)F)n2n1)N1CCOCC1 | 8
COc1cc(/C=c2\sc3nc4cc(C)c(C)cc4n3c2=O)ccc1OCc1ccc(C)cc1 | -2
Cc1ccc(OCCCN2CCN(C)CC2)c(C(C)(C)C)c1 | -6
O=C(COc1ccc(Cl)cc1)NC1=NN(c2ccccc2)C(=O)C1 | 3
COc1cc(C(=O)N/C(=C/c2ccc(Br)cc2)C(=O)NCCC(=O)O)cc(OC)c1OC | 13
COc1ccc(/C(C)=N/NC(=O)CSCc2cccc(Cl)c2)cc1OC | 15
CCOc1ccc(/C=N/N2CCN(Cc3ccccc3Cl)CC2)cc1OC | 10
O=c1[nH]c(SCc2cccc3ccccc23)nc2ccccc12 | 24
O=C(Nc1ccc(Br)cc1)C1CCCC1 | 11
CC(=O)c1cccc(N2C(=O)C3C4C=CC(C4=C(C)C)C3C2=O)c1 (configuration not stated) | 1
COc1ccc(NC(=O)/C(C#N)=C\c2cc(C)n(-c3ccc(Cl)c(Cl)c3)c2C)cc1 | 11
O=[N+]([O-])c1ccc(-n2nnc3ccccc32)nc1 | -1
COc1ccc(-c2ccc(/C=C3/SC(=S)NC3=O)o2)cc1Cl | 1
COc1c([N+](=O)[O-])cc2c(C)c(Br)c(=O)oc2c1OC | 9
NC(=O)N/N=C1\NC(=O)/C(=C\c2ccccc2)S1 | 4
Cc1cc(/C=C2/SC(=O)NC2=O)c(C)n1-c1ccc(N2CCOCC2)cc1 | 8
O=C1CC(c2cccc(Cl)c2)c2cc(Br)c3ccccc3c2N1 (configuration not stated) | 1
CCSCCOC(=O)C1=C(C)NC2=C(C(=O)CCC2)C1c1ccc(OC)c(OCc2ccccc2)c1 (configuration not stated) | 7
CCCCN(C)Cc1c(C)[nH]c2c(ccc3ccccc32)c1=O | 2
O=C1/C(=C/c2cccc(O)c2)SC(=S)N1c1ccc(O)cc1 | 7
N#Cc1c(NC(=O)c2cnn3c(C(F)(F)F)cc(-c4ccccc4)nc23)sc2c1CCCC2 | 11
O=C1NC(=Nc2cccc(O)c2)S/C1=C\c1cccc(O)c1 | 6
O=C1c2ccccc2C(=O)c2c(NC3CCCCC3)cccc21 | 1
CCCCC/C(C)=C(\C#N)C(=O)OCC | 5
c1cc(NCc2ccc3c(c2)OCO3)cc(-c2nc3ccccc3s2)c1 | 0
CCOc1cc(/C=C2/SC(=Nc3ccc(Cl)cc3)NC2=O)ccc1O | -5

Bioassay records: PubChem BioAssay, Sanford-Burnham Center for Chemical Genomics
